Screening results deposited in PubChem BioAssay by several laboratories.
KLK7 zymogen act = activates the human kallikrein-7 zymogen; 370,000 compounds, 0.9% hits; activation, % at 7 µM; P49862; purified proKLK7, EDANS-DABCYL substrate fluorescence; 100% is mature enzyme control, 0% vehicle;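 active = activation above the mean of all tested compounds plus 3 SD, computed per campaign excluding outliers beyond control limits, cut at about 13% in these data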
UHRF1 MBD2 ctr = blocks human UHRF1 binding to methylated DNA. AID 687016. 370,000 compounds, 0.75% hits. inhibition, % at 4.4 µM. UHRF1 binding to methylated oligo, TR-FRET; in the data active = inhibition above about 21%;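 note: UHRF1 SRA domain binding a hemimethylated CpG hairpin DNA probe; 0% = median of test compound wells and 100% = reference inhibitor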
DDE Tn6 FP inh = disrupts Tn6 cyclic peptide binding to fibrin D-Dimer-E complex. P02675. Fibrin DD(E) TRITC-Tn6 fluorescence polarization displacement. inhibition, % at 8.3 µM. 370,000 compounds, 0.21% hits. AID 720509;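 active = inhibition above a per-campaign cutoff: mean of compounds within control limits plus 3 SD, cut at about 15% in these data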;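 note: 0% = median of all compound wells on the plate and 100% = blocking peptide control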
PLC-gamma1 inh = inhibitors of human phospholipase C gamma1; 370,000 compounds, 0.84% hits; inhibition, % at 12.2 µM; P19174; purified PLC-gamma1, fluorogenic substrate, fluorescence; in the data active = inhibition above about 9.5%
Tn7 DDE FP = disrupts Tn7 cyclic peptide binding to fibrin D-Dimer-E complex; P02675; AID 720508; FP displacement of FITC-Tn7 peptide from fibrin DD(E); 0% = median of compound wells per plate; inhibition, % at 8.3 µM; 370,000 compounds, 0.13% hits;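 active = inhibition above the mean of compounds falling within the control limits plus 3 SD of them, cut at about 14% in these data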;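 note: 0% = plate median of compound wells and 100% = 10 µM Aha-Tn7 peptide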
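Test system – human fibrin DD(E) · Times – 10 min preincubation, 3 h with tracer, room temperature · Detection – fluorescence polarization of the labelled Tn7 tracer · Measure – percent inhibition normalized to high-control wells · Benchmarks – high control wells with 10 µM unlabelled Aha-Tn7 peptide (full inhibition) · Repeats – singlicate testing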
NR1D1 modulator = modulates human Rev-erb alpha binding to DNA. Rev-erbα–FITC-DNA binding, fluorescence polarization, 90 min. activity, % at 10 µM. P20393. 370,000 compounds, 0.79% hits. AID 1259318;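 active = activity above about 14%, limit read from the data; passing the limit was not always enough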;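 note: 0% = DMSO wells with 35 nM protein and 100% = DMSO wells with 750 nM protein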
HGIII-sPLA2 inh = Blocks human group III sPLA2 activity; inhibition, % at 12.2 µM; QFRET BODIPY PC-A2 liposome hydrolysis, fluorescence; 370,000 compounds, 0.56% hits; AID 743126;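 active = inhibition above mean plus 3 SD of compounds lying within the high and low control bounds, cut at about 19% in these data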;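 note: 0% = median of test compound wells and 100% = no enzyme DMSO wells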
PLC-beta3 inh = inhibitors of human phospholipase C beta3; Q01970; 370,000 compounds, 0.18% hits; Purified PLC-beta3, fluorogenic substrate, fluorescence; inhibition, % at 12.2 µM; in the data active = inhibition above about 11%;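 note: 0% = median of compound wells on plate and 100% = full blocker control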
ARFGAP1 inhibitor = inhibits rat ARF GTPase activating protein 1. Q62848. Arfgap1-stimulated ARF1 GTP hydrolysis, GDP FP detection. inhibition, % at 16.5 µM. 360,000 compounds, 0.26% hits. AID 651572;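 active = inhibition above a per-plate limit, mean inhibition of low control wells plus 3 SD, cut at about 25% in these data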;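 note: 0% = DMSO wells with enzyme and 100% = wells lacking Arfgap1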
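system = rat Arfgap1 catalytic domain, aa 1-136 | technique = FP, GDP Alexa 633 tracer displaced from anti-GDP antibody, 620/688 nm | compound = one concentration, 16.5 µM, DMSO 1.26% | medium = HEPES-based buffer, pH 7.5 | timing = compound-enzyme preincubation 20 min, reaction 120 min, detection 60 min, 25 °C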
ASAP1 GAP inh = ASAP1 ArfGAP inhibition; Q9ULH1; inhibition, % at 16.5 µM; AID 624377; 360,000 compounds, 0.19% hits; ASAP1-stimulated ARF1 GTP hydrolysis, GDP FP detection; in the data active = inhibition above about 25%;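 note: 0% = vehicle with enzyme and substrate and 100% = no enzyme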
* hit, by the source's call; i = inactive; x = no result given; & = joins results of further samples.

mol,KLK7 zymogen act,Tn7 DDE FP,HGIII-sPLA2 inh,ARFGAP1 inhibitor,PLC-beta3 inh,DDE Tn6 FP inh,NR1D1 modulator,UHRF1 MBD2 ctr,PLC-gamma1 inh,ASAP1 GAP inh
CC(=O)Nc1ccc(S(=O)(=O)N2CCN(c3cc(C)nc4ccccc34)CC2)cc1,0.8,0,0,2,6,0,-3,-1,0,6
CCCCCCCNC(=O)C1(CC2CC(c3ccc(Cl)cc3)=NO2)CCN(C(=O)Cc2ccc(F)cc2)CC1 (stereo not drawn),0.2,-2,3,0,2,-1,3,0,2,-10
CCOC(=O)c1c(/N=C/c2ccc(OC)cc2O)sc2c1CCN(C)C2,-0.9,7,-2,-4,-21,3,1,4,-7,-1
COC(=O)c1ccc([N+](=O)[O-])cc1N1C(=O)C2C3CCC(C3)C2C1=O (stereo not drawn),0.6,-3,3,9,3,-5,0,1,0,1
CCc1cc2ccccc2nc1SCC(=O)Nc1cc(OC)c(OC)cc1C(=O)O,1.0,2,-7,13,-26,-8,1,-1,-19,-4
Cc1cc([N+](=O)[O-])ccc1NC(=O)CSc1nccc(=O)[nH]1,0.0,-3,1,11,1,-5,1,-4,0,-6
O=C(COC(=O)c1ccc(Cl)nc1)NCCc1ccc(F)cc1,-0.4,-8,-4,4,-3,1,0,-1,2,-4
O=C(Nc1ccccc1)OCc1cc(-c2ccccc2Cl)on1,0.1,3,-26,3,-1,9,4,-3,2,1
Cc1ccc(SCC(=O)NNC(=O)c2cncc(Br)c2)cc1,-0.3,0,-7,-4,3,3,0,-2,2,-2
Cc1onc(-c2ccccc2Cl)c1C(=O)Nc1ccc(S(=O)(=O)N2CCCC2)cc1,0.5,-8,-13,-7,0,-12,2,-1,3,8
CCCCNC(=O)Nc1ccon1,0.1,-5,4,-5,1,0,-1,3,-1,4
CCCS(=O)(=O)NC(=O)C1(C)CCN(C(=O)c2cc(F)ccc2C)C1 (stereo not drawn),-0.3,-6,0,9,2,10,-7,-4,1,-2
Cc1cc(C)c2oc(C(=O)Nc3ccc(S(=O)(=O)Nc4nccc(C)n4)cc3)cc(=O)c2c1,0.3,3,4,8,-5,3,-5,-1,0,13
Cc1ccc(CN(CC2CCCO2)C(=O)CN2C(=O)C(C(C)C)Oc3ccccc32)o1 (stereo not drawn),-0.3,-2,-7,20,-4,-7,-2,0,0,21
CCOCCCNC(=O)c1ccc(N2CCCC2)c(NS(=O)(=O)c2ccc(C)cc2)c1,-0.2,4,-7,2,-1,3,-5,0,0,-8
Cc1ccccc1C(=O)N1CCc2cc(-c3csc(NC(=O)CN4CCCC4)n3)ccc21,-0.4,5,-8,-14,-6,-4,-2,-1,0,7
O=C(c1cc2ccccc2[nH]1)N1O[C@@H]2C=C[C@H]1C2,-1.3,-3,-7,6,-3,-5,3,-2,-4,6
CCN(C[C@H]1N[C@@](CC)(C(=O)OC)[C@H]2C(=O)N(C)C(=O)[C@@H]12)C(=O)Nc1ccccc1,-0.8,-3,4,12,8,-4,5,0,6,2
C[C@@H]1CCCCCCCCCCC1=O,0.2,0,2,10,2,1,-2,4,3,2
Cc1ccc(-c2nc3c(Cl)cc(C(F)(F)F)cn3c2Cc2ccsc2)cc1,-0.5,1,-35,-8,-1,-3,-1,2,0,0
CC(=O)NCCC(=O)N1CCc2c([nH]c3ccccc23)C1c1cccc(Cl)c1 (stereo not drawn),0.7,1,-15,2,-12,0,3,-1,-6,-3
N#CC(C(=O)NC1CCCCC1)=C1CCCCC1,-0.6,10,8,13,0,-6,0,2,2,6
CC1CCN(C(=O)COC(=O)c2cccc(NS(=O)(=O)c3ccccc3)c2)CC1,-0.1,-4,-9,0,-9,-9,1,3,-3,-17
CNC(=O)NC(=S)NC(=O)c1ccccc1Cl,-0.2,8,5,10,2,0,-2,2,-2,-11
CCOC(=O)c1cc2cc3ccccc3cc2[nH]1,-0.3,-6,-3,-5,i,4,-1,-4,i,4
O=C(NCc1ccc(F)cc1)c1cccc2c1C(=O)c1ccc(N3CCOCC3)cc1S2(=O)=O,-4.2,-2,4,7,-11,-4,9,-2,-8,14
O=C(N/N=C/c1cc(Br)cc([N+](=O)[O-])c1O)c1ccc(NC(=O)c2ccc(F)cc2)cc1,-0.7,1,6,-9,1,-2,-14,-1,3,4
CCc1nn(CC(=O)N2CCN(CC)CC2)c(=O)c2cc3sccc3n12,0.0,-3,4,-3,0,5,5,-1,2,-5
CN(Cc1ncc[nH]1)C(=O)c1cc(COc2c(F)cccc2F)on1,-0.3,-5,-3,6,3,-4,6,-3,2,4
CC(=O)C1=C(O)CCCC1=NCc1nc2ccccc2[nH]1,0.3,1,5,1,-10,-8,-4,9,1,-7

Further compounds.
mol,KLK7 zymogen act,Tn7 DDE FP,HGIII-sPLA2 inh,ARFGAP1 inhibitor,PLC-beta3 inh,DDE Tn6 FP inh,NR1D1 modulator,UHRF1 MBD2 ctr,PLC-gamma1 inh,ASAP1 GAP inh
O=C1CN(C(=O)c2cccc(F)c2)C(c2ccc(F)cc2)c2cc(F)ccc2N1 (stereo not drawn),-0.2,1,2,15,-1,4,0,-2,4,3
COC(=O)c1cc(=O)n(Cc2ccccc2)c(=NCc2ccccc2)s1,0.1,4,2,-8,2,-7,-3,6,1,6
CN1CCN(c2ccc([N+](=O)[O-])cc2C(=O)Nc2ccccc2)CC1,-0.4,-4,3,-4,1,-1,2,4,0,-7
Cc1ccc(C(=O)O)cc1NC(=O)c1ccc2c(c1)C(=O)N(c1ccc([N+](=O)[O-])cc1)C2=O,0.2,3,17,3,-5,-10,4,1,2,-13
CC(C)c1ccc(NC(=O)CSc2nnc(-c3ccccn3)n2C)cc1,0.0,-1,-5,1,0,4,1,-1,2,-10
O=C(Nc1cccc(S(=O)(=O)NC2=NCCC2)c1)c1c(F)cccc1Cl,-0.5,-4,0,-15,1,6,0,-1,7,4
CN(C)C(CNC(=O)c1ccc2ccccc2c1)c1ccco1 (stereo not drawn),0.3,-3,-6,0,-10,3,0,-2,-1,9
O=C(N=Nc1c(O)[nH]c2ccc(F)cc12)C1COc2ccccc2O1 (stereo not drawn),0.3,0,1,1,-5,-1,-4,0,2,-5
CCc1nnc(NS(=O)(=O)c2ccc(NC(=O)OC)cc2)s1,-0.2,11,-10,4,2,9,2,-2,-2,-1
Cc1ccc(-c2cc3nc4c(c(=O)n3[nH]2)CCCC4)cc1,-0.5,-1,7,-1,2,0,1,1,3,-8
CCCC(=O)Nc1nnc(SCC(=O)Nc2ccc3c(c2)OCCO3)s1,0.0,-9,1,-4,-4,-2,1,-2,5,-2
COc1cc2[nH]c(=S)nc(NCCC(C)C)c2cc1OC,0.3,-5,8,6,1,2,1,1,-1,-10
CCOC(=O)C1=C(C)NC(SCC(N)=O)=C(C#N)C1c1ccncc1 (stereo not drawn),0.4&0.9,0&0,10&-1,10&-5,-12&-16,2&-6,-2&2,11&-1,-3&-14,-11&-6
CCOc1cccnc1Sc1ccccc1,-0.4,5,6,-1,-6,-4,-1,-1,1,2
CC(=O)c1cccc(NC(=O)CCC(=O)c2ccc(F)cc2)c1,-0.6,-5,-6,2,-7,7,2,1,-1,-6
O=C(c1cccc(-c2nnc(-c3ccccc3)o2)c1)N1CCCCCC1,-0.1,4,-7,3,3,-3,-5,-3,-1,5
CCC(=O)N1c2ccc(S(=O)(=O)CCC(=O)NCc3cccs3)cc2CC1C (stereo not drawn),-0.2,2,0,0,2,-2,1,-1,-3,-5
COc1ccc(/C=N/n2cnnc2)cc1COc1ccccn1,-0.1,-8,-1,13,6,4,-2,-2,0,0
CC(C)CCNC(=O)C1CCCN(S(=O)(=O)c2ccc(-n3cnnn3)cc2)C1 (stereo not drawn),0.0,-3,2,0,-5,0,-5,0,1,0
CCCCc1c(-c2ccccc2OC)ncn1C(C)c1ccccc1 (stereo not drawn),0.2,-2,-9,9,0,0,-5,-1,-2,6
CC(=O)Nc1nc2ccc(S(=O)(=O)N3CCCC3)cc2s1,0.3,-2,0,5,-5,-4,-1,-3,2,-2
Cc1cccc(CCN(C(=O)c2snc(C(N)=O)c2N)C(C(=O)NCC2CCCO2)c2ccc(F)cc2)c1 (stereo not drawn),-3.6,-1,-7,20,-119,-4,-2,1,-73,7
Cc1ccc(CN2CCCOCCS2(=O)=O)cc1,0.0,-3,4,-7,-1,-6,-3,-3,1,3
Cc1cccc(-c2cccc3c4c([nH]c23)[C@@H]2C[C@H](N(C)C(=O)c3ccco3)[C@H]([C@H](C)O)CN2CC4)c1,-0.6,-5,-3,x,-152,5,0,-1,-119,x
Cc1cc(NC(=O)C2CC(=O)OC2c2ccccc2)no1 (stereo not drawn),-0.1,6,2,4,3,-2,3,1,2,8
COc1ccc(OC2C(=O)N(Cc3ccc(F)cc3)C2c2ccc(OC)c(OC)c2)cc1 (stereo not drawn),-0.5,2,-9,-1,1,-8,-1,-1,3,-8
CCOC(=O)c1c(NC(=O)C2C3CCC(O3)C2C(=O)O)sc2c1CCCC2 (stereo not drawn),0.6,4,3,7,-5,-3,-4,-1,-2,2
Cc1ccc(S(=O)(=O)[N-]c2nc3ccccc3nc2-n2cc[n+](CCC(C)C)c2)cc1,-1.2,3,-6,-1,-139,3,-2,-7,-121,6
COc1ccc(N=C2NC(=O)CS2)c([N+](=O)[O-])c1,-0.1,-3,10,17,1,-5,5,6,-1,1
CSCCC(NS(=O)(=O)c1ccc(C)cc1)C(=O)N1CCN(C(c2ccccc2)c2ccccc2)CC1 (stereo not drawn),0.7,0,-13,-8,-9,7,-4,1,-1,-2

Another view of 2 compounds above:
Below each SMILES: KLK7 zymogen act	Tn7 DDE FP	HGIII-sPLA2 inh	ARFGAP1 inhibitor	PLC-beta3 inh	DDE Tn6 FP inh	NR1D1 modulator	UHRF1 MBD2 ctr	PLC-gamma1 inh	ASAP1 GAP inh
CCOC(=O)c1c(NC(=O)C2C3CCC(O3)C2C(=O)O)sc2c1CCCC2 (stereo not drawn)
  0.6	4	3	7	-5	-3	-4	-1	-2	2
Cc1ccc(S(=O)(=O)[N-]c2nc3ccccc3nc2-n2cc[n+](CCC(C)C)c2)cc1
  -1.2	3	-6	-1	-139	3	-2	-7	-121	6

Following part:
mol,KLK7 zymogen act,Tn7 DDE FP,HGIII-sPLA2 inh,ARFGAP1 inhibitor,PLC-beta3 inh,DDE Tn6 FP inh,NR1D1 modulator,UHRF1 MBD2 ctr,PLC-gamma1 inh,ASAP1 GAP inh
COc1ccc(CNS(=O)(=O)c2ccc(S(=O)(=O)NC3CC3)cc2)cc1,-0.1,0,-18,-1,-8,-4,4,2,-2,-3
CCn1c(=O)cc(OCC(=O)NCCCN2CCN(c3cccc(Cl)c3)CC2)c2ccccc21,0.0,-9,-19,13,0,-6,1,-4,7,1
Cc1ccnc(Nc2cccnc2)n1,0.0,1,0,10,-2,-5,3,2,0,11
C=CC[C@@H](CC(=O)N[C@H](CO)Cc1ccccc1)C(=O)N[C@H](C)COC(=O)[C@@H](CC=C)Cc1ccc(F)cc1,0.4,-5,-3,3,9,-1,-3,2,4,14

Compounds as they come. Share with any hit: about 4.5%.
